# From PubChem BioAssay
# RXFP1 agonist: agonists of human relaxin receptor RXFP1 | Q9HBX9 | Potency, µM (highest dose often 57.5 µM), for the others: top-dose activation, actives largely listed as activators | HEK293T-RXFP1 cAMP TR-FRET, 30 min; response scale: percent of porcine relaxin response, buffer zero | AID 2676 | 370,000 compounds, 0.3% hits; further: potency means the concentration at half of the fitted maximal effect; on the % scale 0 is the no-effect control and ±100 the full control effect; nearly all actives have a fitted effect of over 60% in size; many of its hits are not listed in these tables
#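 HEK293T cells stably expressing RXFP1 were pretreated with the PDE4 inhibitor Ro 20174, exposed to compounds for 30 min at 37C, lysed, and cAMP was read by TR-FRET. Data normalized to buffer (basal) and 29 nM porcine relaxin (100%).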
# PI4K2A inh: blocks human PI4K2A kinase activity | Q9BTU6 | purified PI4K2A, ADP-Glo luminescence, 1 h; stronger effect = lower value | activity change, negative = inhibition, % at 76.9 µM | 420,000 compounds, 0.13% hits | AID 1346378; in the data active means activity change below about -50%; inconclusive means mostly about -30% to -49%;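 further: -100% = wells without enzyme as full effect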
# Target sequence (Q9BTU6 whole entry, looked up): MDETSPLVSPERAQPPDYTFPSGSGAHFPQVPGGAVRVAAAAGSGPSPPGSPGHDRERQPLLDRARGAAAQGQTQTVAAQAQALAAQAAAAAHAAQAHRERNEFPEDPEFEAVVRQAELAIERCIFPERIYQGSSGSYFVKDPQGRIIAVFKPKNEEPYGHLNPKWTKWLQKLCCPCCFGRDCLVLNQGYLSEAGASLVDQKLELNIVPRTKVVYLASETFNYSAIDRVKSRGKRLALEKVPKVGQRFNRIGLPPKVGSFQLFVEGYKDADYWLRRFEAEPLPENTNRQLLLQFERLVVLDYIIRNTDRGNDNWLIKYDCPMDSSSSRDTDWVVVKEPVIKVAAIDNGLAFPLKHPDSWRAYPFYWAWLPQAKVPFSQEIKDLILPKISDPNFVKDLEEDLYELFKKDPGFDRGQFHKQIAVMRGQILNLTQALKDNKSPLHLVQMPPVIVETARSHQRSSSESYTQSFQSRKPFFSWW
#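 PI4K2A activity was measured by ADP-Glo luminescence: enzyme (4 ug/mL stock) and phosphatidylinositol (1.2 mM stock) in Tris pH 7.5/MgCl2/EGTA/Triton X-100 buffer were reacted with ATP (300 microM stock) for one hour at ambient temperature.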
# Vif-APOBEC3F blk: Vif-A3F binding inhibition; 390,000 compounds, 0.2% hits; Potency, µM (doses to about 46.1 µM), for the others: top-dose activity, negative = active; HeLa A3F-eYFP + Vif (tagged APOBEC3F with the HIV-1 protein that degrades it), YFP fluorescence increase; AID 602313; further: potency means the concentration at half of the fitted maximal effect; % of control where 0% means no effect; nearly all actives have a fitted effect of over 65% in size
#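 HeLa cells stably expressing Vif plus C-terminally eYFP-tagged A3F were seeded, incubated overnight at 37 deg C, dosed with compound, incubated overnight again at 37 deg C. Yellow fluorescence (Ex 488/Em 500-530) reported blocked Vif-mediated A3F-eYFP degradation.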
# Vif-A3G inh: blocks the Vif interaction with human APOBEC3G; Q9HC16; 410,000 compounds, 0.076% hits; Potency, µM (doses to about 46.1 µM), without a hit: at the highest dose activity, negative = active, actives largely listed as inhibitors; HeLa A3G-eYFP + Vif (tagged APOBEC3G with the HIV-1 protein that degrades it), YFP fluorescence, overnight;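 further: potency means the concentration at half of the fitted maximal effect; on the % scale 0 is the no-effect control and ±100 the full control effect; nearly all actives have a fitted effect of over 60% in size; hits raise eYFP signal because A3G escapes Vif-driven loss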
#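 Read-out is eYFP fluorescence (Ex 488/Em 500-530) from Vif-expressing HeLa A3G-eYFP cells; more signal means A3G escaped Vif-mediated degradation. Cells plated overnight, compound pinned in, incubated overnight at 37 deg C.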
# USP1-UAF1 inh: inhibitors of human USP1/UAF1 deubiquitinase; O94782; recombinant USP1/UAF1, Ub-Rhodamine cleavage fluorescence; Potency, µM (series often up to 57.1 µM), for the others: at the highest dose activity change, negative = inhibition, usual class: inhibitors; 390,000 compounds, 0.23% hits; further: potency means the concentration at half of the fitted maximal effect; on the % scale 0 is the no-effect control and ±100 the full control effect; nearly all actives have a fitted effect of over 60% in size; inactives centre near -12
#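 1 nM enzyme complex + cpd, 15 min RT; start with Ub-Rho 150nM final; kinetic fluorescence ex 480/em 540, 6 reads q60 s. Buffer 50mM HEPES pH 7.8, 0.5mM EDTA, 0.1 mg/ml BSA, 1mM TCEP, 0.01% Tween-20.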
# LDHA block: inhibitors of human lactate dehydrogenase A | activity change, % (values are at about 110 or 230 µM) | purified LDHA, NADH/diaphorase-resazurin fluorescence; stronger effect = lower value | 480,000 compounds, 0.15% hits | P00338; in the data active means activity change below about -30%; inconclusive means mostly about -25% to -30%;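 further: plate controls were DMSO wells for no effect and wells without enzyme for full effect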
#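 Human LDH5 (2 nM) was incubated with 0.06 mM NADH and 0.2 mM pyruvate for 5 min at room temperature in Tris pH 7.4. Remaining NADH was coupled through diaphorase/resazurin, and resorufin fluorescence was read at 0 and 20 min.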
# mIDH1 inhibitor: inhibitors of human mutant IDH1 R132H; O75874; IDH1-R132H enzyme, NADPH consumption, diaphorase/resazurin fluorescence; Potency, µM (top dose mostly 76.6 µM), without a hit: at the highest dose activity change, negative = inhibition, hits mostly inhibitors; 390,000 compounds, 0.093% hits; AID 602179; further: potency means the concentration at half of the fitted maximal effect; on the % scale 0 is the no-effect control and ±100 the full control effect; nearly all actives have a fitted effect of over 65% in size
#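 IDH1-R132H (0.5 ug/mL) preincubated 30 min with compound, then NADPH (0.016 mM) and alpha-KG (2 mM) added; 80 min at RT, pH 7.5. Remaining NADPH coupled via diaphorase/resazurin to fluorescence (540/590 nm); concentration-response curves normalized to no-enzyme control.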
# GRP78 ERSR act: ER stress response induction in glioma; U87-MG GRP78 promoter luciferase reporter, 16 h; Potency, µM, inactives show top-dose activation, hits mostly activators; 420,000 compounds, 0.02% hits; further: potency means the concentration at half of the fitted maximal effect; series mostly up to about 76 µM; % of control where 0% means no effect; nearly all actives have a fitted effect of over 35% in size
#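 Stably transfected U87-MG glioma cells carrying a GRP78-based luciferase sensor; 16 h compound incubation. Luminescence end-point read 10 min after Bright-Glo addition at room temperature.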
# TrxR1 substrate: is turned over as a substrate by rat TrxR1. O89049. purified TrxR1 substrate turnover, NADPH consumption readout. Potency, µM (highest dose often 114 µM), without a hit: at the highest dose activity change, negative = substrate turnover. 390,000 compounds, 0.01% hits. AID 588456; further: potency means the concentration at half of the fitted maximal effect; on the % scale 0 is the no-effect control and ±100 the full control effect; nearly all actives have a fitted effect of over 50% in size
# Target sequence (O89049 whole entry, looked up): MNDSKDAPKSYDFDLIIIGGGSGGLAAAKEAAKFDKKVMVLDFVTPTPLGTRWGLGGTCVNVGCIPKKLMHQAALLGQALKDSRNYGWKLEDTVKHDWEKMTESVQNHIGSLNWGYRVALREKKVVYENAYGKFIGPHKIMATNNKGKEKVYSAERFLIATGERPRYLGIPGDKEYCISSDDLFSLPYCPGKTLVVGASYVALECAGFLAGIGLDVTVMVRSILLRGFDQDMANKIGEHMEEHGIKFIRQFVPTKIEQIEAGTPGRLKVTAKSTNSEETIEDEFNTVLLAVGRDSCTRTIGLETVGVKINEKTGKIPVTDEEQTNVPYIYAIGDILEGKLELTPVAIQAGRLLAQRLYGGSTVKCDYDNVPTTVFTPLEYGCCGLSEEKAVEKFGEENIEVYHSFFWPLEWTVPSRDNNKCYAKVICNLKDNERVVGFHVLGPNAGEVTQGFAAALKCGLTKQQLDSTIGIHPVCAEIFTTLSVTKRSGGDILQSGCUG
#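 Rat TrxR1, dispensed at 90 nM, was prereduced with 400 uM NADPH (final) for 5 min at ~22 deg C, then incubated with compound 15 min before 400 uM selenite. A first-read NADPH fluorescence drop versus no-compound background flagged substrates.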
# * hit, by the source's call; ? = inconclusive; / = not tested or not shown; & = joins results of further samples; [ ] = dose if it differs, or a comment. Unless noted, the call rests on the fitted dose curve; in most records, active means well fitted curve in the direction sought with a large enough effect; inconclusive means small, poorly fitted or top-dose-only effect, or another doubt; inactive means no such curve, though single readings can be large; an effect the other way counts as inactive or inconclusive. These rows are one share of the data; count on the stated rates, not on these rows.
SMILES,RXFP1 agonist,PI4K2A inh,Vif-APOBEC3F blk,Vif-A3G inh,USP1-UAF1 inh,LDHA block,mIDH1 inhibitor,GRP78 ERSR act,TrxR1 substrate
COc1ccccc1N1CCN(C2CCCN(C(=O)CCC(=O)N(C)C)C2)CC1 (centres undefined),-1.0%,-2.0,-0.3%,-0.4%,-10.9%,1.1,12.7%,-3.2%,9.4%[2.29 µM]
CCOC(=O)c1sc(NC(=O)CCN2C(=O)c3ccccc3C2=O)c(C(=O)OCC)c1C,12.8%,5.7,2.6%,0.1%,-8.6%,-3.2,10.1%,0.4%,-4.7%
COc1cc(NC(=O)c2cccnc2)ccc1NC(=O)c1ccccc1Cl,0.5%,-3.4,-35.3%,-1.8%,?,-5.8,0.0%,0.2%,-3.3%
O=C(NCC(c1cccnc1)N1CCOCC1)C(=O)Nc1cccc(Cl)c1 (centres undefined),-2.8%,0.8,-4.7%,-1.6%,-8.2%,-2.6,5.8%,-3.4%,0.5%
Cc1ccc(Cn2c(=O)c3ccccc3n3c(CCC(=O)O)nnc23)cc1,/,0.5,3.6%,0.2%,-3.9%,-1.2,-1.5%,-1.4%,-11.2%
Cc1ccc(C)c(S(=O)(=O)/N=C(/Nc2ccccc2)c2ccccc2)c1,/,-0.9,-3.0%,-0.1%,-8.2%,6.1,2.8%,-3.9%,6.9%
Cc1nn(Cc2ccccc2Cl)c(C)c1C(=O)NC1=NCCS1,1.9%,-1.1,-6.1%,-5.8%,-20.4%,-0.7,9.4%,-4.1%,-3.0%
Cc1cc(Cl)ccc1NC(=O)CCCN1C(=O)CCC1=O,1.0%,6.8,-12.0%,2.1%,-14.2%,-7.2,2.9%,-4.2%,2.2%[57.1 µM]
CN(Cc1c(C(=O)N/N=C/c2cccs2)nnn1-c1nonc1N)c1ccccc1,-0.4%,-4.3,3.8%,-9.6%,-19.9%,-9.2,-4.4%,-2.2%,3.9%[57.1 µM]
Cc1ccc(C)n1-c1nn(S(=O)(=O)c2ccccc2)c2cccc(F)c12,3.6%,-10.4,-3.8%,-5.1%,-16.1%,-9.0,1.0%,-2.2%,-5.6%
CCCOc1ccc(-c2nn(-c3ccccc3)cc2/C=C2\SC(N)=NC2=O)cc1,24.2%,-13.0,1.4%,2.6%,-8.5%,-6.4,7.7%,-5.1%,25.0%
CC1CCN(C(=O)CNC(=O)c2ccc(Br)o2)CC1,/,-3.1,-0.2%,-0.8%,-17.8%,1.6,14.1%,-4.6%,7.3%
CS(=O)(=O)NNC(=O)c1sccc1OCc1ncc(C(F)(F)F)cc1Cl,-0.2%,1.7,-3.8%,-6.1%,-3.1%,-7.4,-10.2%,-7.9%,4.2%[57.1 µM]
Cc1ccc(NC(=O)CSCc2cc(=O)n3ccsc3n2)c(C)c1,0.1%,8.9,3.0%,1.5%,6.0%,-0.6,-13.2%,0.4%,-1.8%[57.1 µM]
O=C(CC(CC(=O)c1ccccc1)c1ccncc1)c1ccccc1,/,1.3,-0.6%,-0.7%,-20.8%,-3.5,6.0%,-7.7%,9.9%[57.1 µM]
O=C(NCC(c1cccs1)N1CCOCC1)c1ccc(Br)o1 (centres undefined),1.4%,-5.3,-8.0%,?,-8.7%,2.5,5.4%,-7.5%,-3.7%[57.1 µM]
O=C(C1CC1)N1CCc2cc(Br)cc(S(=O)(=O)NCc3ccccn3)c21,0.0%,-0.3,3.5%,-1.7%,-13.1%,4.8,4.1%,0.4%,8.4%[57.1 µM]
COc1cc(C(=O)OCC(C)=O)ccc1OCc1c(C)noc1C,3.9%,0.6,-1.3%,?,-7.5%,-1.0,-0.3%,-2.2%,7.3%[57.1 µM]
Cc1ccc(-c2[nH]ncc2/C=N/n2c(COc3ccccc3C)nc3ccccc3c2=O)cc1,-1.6%,-1.0,0.6%,-17.4%,-17.3%,-2.4,4.4%,-10.2%,-10.3%
COc1cccc(-c2cc3nc(-c4ccccc4)cc(N4CCCC(O)C4)n3n2)c1 (centres undefined),12.2%,-1.4,0.8%,0.5%,?,1.9,5.0%,-1.0%,227.5%[activator]
Cc1ccccc1/C=N/NC(=O)CSc1nc2ccccc2o1,1.5%,1.2,2.5%,-2.9%,-14.2%,-4.9,9.6%,5.9%,-2.7%[11.4 µM]
COc1ccc(N2C(=O)C(CN3CCCCC3)C2c2ccccc2)cc1 (centres undefined),0.5%,8.4,-6.3%,2.5%,-16.0%,-4.1,2.3%,-2.1%,1.9%
COc1c(Br)cc(Br)cc1/C=N/NC(=O)c1ccncc1,-0.9%,-0.9,-17.8%,0.2%,-21.1%,-9.2,-2.3%,-5.0%,7.9%[57.1 µM]
Cc1ccc(SC(C)c2nc(-c3cccnc3)no2)cc1 (centres undefined),0.6%,3.0,-2.5%,5.4%,-7.6%,-5.3,4.8%,6.2%,-2.7%
Oc1ccc(-c2sc(Nc3ccccc3)n[n+]2-c2ccc(F)cc2)cc1,?,5.8,4.9%,0.7%,-20.7%,0.0,4.2%,-5.2%,-1.0%
Cc1nn(C)c(C)c1CN(C)C(=O)CCCC(=O)O,2.2%,-7.7,3.1%,0.2%,-5.0%,2.0,0.0%,-2.0%,0.1%
CC(=O)c1ccc(NC(=O)Nc2ccc3snnc3c2)cc1,0.4%,-4.2,-4.7%,-4.6%,?,-7.0,-3.0%,-2.3%,-3.7%
O=C(C1CCN(S(=O)(=O)c2ccccc2F)CC1)N1CCc2ccccc21,0.1%,-0.4,5.8%,0.0%,-17.4%,-1.9,-11.0%,-1.7%,1.9%
Cc1c(CN2CCC(n3nccc3NC(=O)C3CC3)CC2)[nH]c2ccccc12,-0.2%,-4.6,-7.7%,-1.1%,-16.6%,-2.8,-20.0%,0.9%,-2.0%
COc1ccccc1/C=N/NC(=O)c1cc2c(OC)c(OC)ccc2[nH]1,-1.8%,-2.0,-0.3%,?,-27.9%,0.8,-9.6%,-3.4%,-7.9%
COC(=O)c1cc(Cl)c(NC(=O)/C=C/c2ccc(Cl)cc2Cl)cc1OC,2.2%&-1.5%,-2.2&3.2,4.7%&-0.9%,-6.1%&1.7%,1.9%&-5.6%,-9.4&0.6,-1.5%&0.8%,-2.7%&2.3%,12.8%&33.1%
CC(C)(CNC(=O)c1ccc(NS(=O)(=O)c2ccc(F)cc2)cc1)N1CCOCC1,-1.3%,-0.4,-12.6%,-0.5%,1.6%,-6.3,-0.1%,3.6%,-11.2%
COCCNC(=O)C1(C)CCCN(C(=O)c2ccc(C#N)cc2)C1 (centres undefined),/,0.8,/,-0.2%,/,0.1,/,-1.7%,/
Cn1c(SCC(=O)NCc2ccc3c(c2)OCO3)nnc1-c1c[nH]c2ccccc12,-0.4%,-2.7,2.7%,-0.5%,-19.3%,-0.8,2.4%,-3.4%,1.7%
CCn1cc(/C=C(\NC(=O)c2ccc(OC)cc2)C(=O)N2CCN(C)CC2)c2ccccc21,-0.2%,-6.2,0.8%,-0.6%,-11.7%,-0.6,6.0%,-4.7%,-3.8%
CCOC(=O)Cc1nnc(Nc2ccc(C)cc2C)c2ccccc12,3.5%,-3.9,0.6%,-12.3%,-21.2%,-11.4,-0.4%,-1.9%,0.3%
COc1cccc(CNC(=O)CN2C(=O)CSc3ccc(S(=O)(=O)N4CCCC4)cc32)c1,-0.1%&0.8%,0.7&0.1,-14.0%&-4.7%,-1.1%&-4.5%,-18.0%&4.9%,-5.1&-4.3,12.6%&0.0%,-4.7%&-3.3%,6.5%&-3.6%
COc1ccccc1C(=O)NC(=O)COC(=O)C1CC1C (centres undefined),0.0%,0.3,7.9%,-0.9%,-9.8%,-0.6,4.7%,0.7%,-3.4%
[O-]/C(=C(\C(=S)NCc1ccccc1)[n+]1ccccc1)c1ccc(Cl)cc1,-0.5%,3.4,3.8%,-3.3%,-14.8%,-3.9,-2.5%,-3.1%,1.7%[57.1 µM]
O=C(Nc1ccc2c(c1)OCCO2)C(=O)c1c[nH]c2ccccc12,2.2%,-16.9,-11.6%,?,-26.3%,-1.5&4.2,0.0%,-10.4%,4.4%
CC1(C)CC(=O)CC(=Nc2ccc3[nH]c(=O)[nH]c3c2)C1,-1.3%,2.1,-3.4%,-0.7%,-19.1%,9.1,6.5%,-5.6%,0.6%[57.1 µM]
CC(NC(=O)CN(C)S(=O)(=O)c1cccc2nsnc12)c1ccccc1 (centres undefined),-0.1%,4.3,-9.9%,4.2%,-22.2%,-1.2,5.2%,-2.0%,0.1%
CCOc1ccc(C2c3cc(OCC)c(OCC)cc3CC(=O)N2c2ccc(C(=O)O)cc2)cc1OCC (centres undefined),-1.5%,-3.3,1.2%,3.3%,-13.5%,-2.9,15.6%,-2.4%,8.2%
CCOc1ccc(N(C(=O)c2cc3ccccc3oc2=O)C2C=CS(=O)(=O)C2)cc1 (centres undefined),2.0%,4.5,14.9%,4.4%,-19.7%,-10.3,4.9%,-3.2%,14.1%[57.1 µM]
FC(F)(F)c1ccccc1/C=N/Nc1ccccn1,3.4%,-1.6,-2.3%,-8.8%,-2.2%,-11.6,-1.1%,8.0%,2.1%
